# Compound activity (PubChem)
# ROS inducer: ROS inducers in U2OS cancer cells, primary screen, cell-based, H2DCF-DA fluorescence; U2OS ROS induction; ROS induction (% of piperlongumine), % at 10 µM; 2% of 46,000 active; AID 624156, 2012; in the data active = ROS induction above about 79%, passing the limit was not always enough;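 note: 0% = DMSO vehicle median and 100% = reference compound median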
# * hit, by the source's call.
# Sample of the layout, 6 compounds:
SMILES,ROS inducer
O=C1O[C@H](c2ccccc2)[C@H](c2ccccc2)N2[C@H]1[C@@H](C(=O)N1CCCCCCC1)[C@]1(C(=O)Nc3ccc(C#CC4=CCCCC4)cc31)[C@H]2c1ccc(OCCO)cc1,100*
CC(C)Cc1nc(SC(C)C(=O)Nc2cccc(Cl)c2)n[nH]1 (stereo not drawn),6
C[C@H](CO)N1C[C@H](C)[C@H](CN(C)CC2CC2)Oc2ccc(NC(=O)Nc3ccc(F)cc3)cc2CC1=O,-2
C[C@H]1CN([C@@H](C)CO)C(=O)c2cccc(NS(=O)(=O)c3ccc(Cl)cc3)c2O[C@H]1CN(C)S(=O)(=O)c1cccs1,-2
CC(C)(C)c1ccc(Oc2ccc(NC(=O)C3CC=CCC3C(=O)O)cc2)cc1 (stereo not drawn),-6
C[C@@H]1CN([C@@H](C)CO)C(=O)c2cc(NS(=O)(=O)c3ccccc3)ccc2O[C@H]1CN(C)S(=O)(=O)c1cn(C)cn1,-23

# Main list, repeating the preview:
SMILES,ROS inducer
O=C1O[C@H](c2ccccc2)[C@H](c2ccccc2)N2[C@H]1[C@@H](C(=O)N1CCCCCCC1)[C@]1(C(=O)Nc3ccc(C#CC4=CCCCC4)cc31)[C@H]2c1ccc(OCCO)cc1,100*
CC(C)Cc1nc(SC(C)C(=O)Nc2cccc(Cl)c2)n[nH]1 (stereo not drawn),6
C[C@H](CO)N1C[C@H](C)[C@H](CN(C)CC2CC2)Oc2ccc(NC(=O)Nc3ccc(F)cc3)cc2CC1=O,-2
C[C@H]1CN([C@@H](C)CO)C(=O)c2cccc(NS(=O)(=O)c3ccc(Cl)cc3)c2O[C@H]1CN(C)S(=O)(=O)c1cccs1,-2
CC(C)(C)c1ccc(Oc2ccc(NC(=O)C3CC=CCC3C(=O)O)cc2)cc1 (stereo not drawn),-6
C[C@@H]1CN([C@@H](C)CO)C(=O)c2cc(NS(=O)(=O)c3ccccc3)ccc2O[C@H]1CN(C)S(=O)(=O)c1cn(C)cn1,-23
Cc1oc(-c2ccc(Cl)cc2)cc1C(=O)N1CCC(O)(c2ccc(Cl)cc2)CC1,-7
Cc1nc(C)c(Oc2ccc(Cl)cc2Cl)c(=O)[nH]1,-14
C[C@H](CO)N1C[C@H](C)[C@@H](CN(C)S(=O)(=O)c2cccs2)Oc2c(NC(=O)C3CC3)cccc2C1=O,-3
CCOc1ccccc1NC(=O)c1ccc(Br)cc1,-5
C[C@@H]1CN([C@H](C)CO)C(=O)c2cc(NS(=O)(=O)c3ccc(Cl)cc3)ccc2O[C@@H]1CN(C)Cc1ccc(-c2ccccc2)cc1,16
C[C@@H]1CN([C@@H](C)CO)C(=O)CCCn2nncc2CO[C@H]1CN(C)C(=O)c1cc(-c2ccccc2)on1,12
Cc1ccc2nc(Nc3ccccc3)cc(C)c2c1,178*
Cc1ccccc1NC(=O)Cn1cnc2sc(C)c(C)c2c1=O,-3
COC(CNC(=O)CN1C(=O)/C(=C\c2ccc(Cl)cc2)Oc2ccc(C(C)(C)C)cc21)OC,11
Cc1cc(N(CC(=O)NC2CCCCC2)S(C)(=O)=O)ccc1Br,-3
CC(C)COC(=O)C(C)Oc1ccc2c3c(c(=O)oc2c1)CCC3 (stereo not drawn),122*
C[C@@H]1CN([C@@H](C)CO)C(=O)c2cc(NC(=O)NC3CCCCC3)ccc2O[C@@H]1CN(C)S(=O)(=O)c1cccs1,-7
CCCN1C(=O)C(O)(CC(=O)c2ccc(OC)c([N+](=O)[O-])c2)c2cc(Br)ccc21 (stereo not drawn),15
COC(=O)C1c2ccccc2Oc2ccccc21,-10
CC(=O)NCCOc1nc(N(C)C)nc(N2CCOCC2)n1,-7
CCC(Cc1ccccc1)NS(=O)(=O)c1ccc2c(c1)CC(C)N2C(=O)C1CC1 (stereo not drawn),-16
O=C(CSc1nnc(-c2ccncc2)n1-c1ccccc1)Nc1ccc(Br)cc1,2
CCN1CCC[C@H]1CNC(=O)c1c(O)c(Cl)cc(Cl)c1OC,-8
C[C@H]1CN([C@@H](C)CO)C(=O)c2cc(NC(=O)Nc3ccc4c(c3)OCO4)ccc2O[C@H]1CN(C)S(=O)(=O)c1ccc(Cl)cc1,37

# Next part:
SMILES,ROS inducer
COc1ccc(N2C(=O)CC(SCC(=O)Nc3ccc(C)cc3)C2=O)cc1 (stereo not drawn),-25
CC1CCc2c(sc3ncn(CC(=O)Nc4ccccc4F)c(=O)c23)C1 (stereo not drawn),-21
CC(=O)c1cn(CC(=O)Nc2ccccc2)c2ccccc12,-2
CCOC(=O)c1c[nH]c(=S)[nH]c1=O,-3
C[C@H](CO)N1C[C@H](C)[C@H](CN(C)C(=O)Nc2ccc(F)cc2)OCc2cnnn2CCCC1=O,-1
COc1ccc(NC(=O)Nc2cccc3c2O[C@H](CN(C)C(=O)NC(C)C)[C@@H](C)CN([C@@H](C)CO)C3=O)cc1,-7
C[C@H](CO)N1C[C@H](C)[C@@H](CN(C)C(=O)Nc2ccc(C(C)(C)C)cc2)OCc2cnnn2CCCC1=O,-2
C[C@H](CO)N1C[C@H](C)[C@H](CN(C)Cc2ccc(Cl)c(Cl)c2)Oc2c(NC(=O)C3CCOCC3)cccc2C1=O,4
C[C@H](CO)N1C[C@H](C)[C@@H](CN(C)Cc2ccc(C(=O)Nc3ccccc3N)cc2)Oc2ccc(NC(=O)c3ccncc3)cc2C1=O,18
C[C@H]1CN([C@@H](C)CO)C(=O)c2cc(NC(=O)CCCN(C)C)ccc2O[C@@H]1CN(C)CC1CC1,-9
CC(=O)c1cccc(NC(=O)C(C)NS(=O)(=O)c2ccc(Br)cc2)c1 (stereo not drawn),-6
C[C@@H]1CN([C@H](C)CO)C(=O)Cc2cc(NS(=O)(=O)c3ccc(Cl)cc3)ccc2O[C@@H]1CN(C)Cc1ccc(-c2ccccc2)cc1,12
CN(C(=O)c1noc2c1CSc1ccccc1-2)c1cccc(C(F)(F)F)c1,-4
CC1=NNC(=O)/C1=C\c1cn(-c2ccccc2)nc1-c1ccc(F)cc1,54
C[C@H]1CN([C@@H](C)CO)C(=O)c2cc(NC(=O)Cc3cn(C)c4ccccc34)ccc2O[C@H]1CN(C)C(=O)Nc1ccc(F)cc1,-14
C[C@@H]1CCCCO[C@H](CN(C)Cc2ccc3c(c2)OCO3)[C@@H](C)CN([C@H](C)CO)C(=O)c2cc(NC(=O)Cc3ccccc3)ccc2O1,22
Cc1noc(C)c1S(=O)(=O)Nc1ccc2c(c1)C(=O)N([C@H](C)CO)C[C@H](C)[C@H](CN(C)C(=O)NC1CCCCC1)OCCCC[C@@H](C)O2,16
COC(=O)CCCCCCC(=O)N/N=C/c1ccccc1C(=O)O,-14
Cn1nnnc1SCC(=O)Nc1ccc(N2CCOCC2)c(Cl)c1,-3
CNC[C@@H]1Oc2c(NC(=O)c3cnccn3)cccc2C(=O)N([C@@H](C)CO)C[C@@H]1C,5
Cc1ccc(NC(=O)C(C)Sc2nnc(-c3cccc([N+](=O)[O-])c3)n2C)cc1 (stereo not drawn),-7
Cc1noc(C)c1NC(=O)Nc1cccc2c1O[C@H](CN(C)Cc1ccc(Cl)c(Cl)c1)[C@H](C)CN([C@@H](C)CO)C2=O,-8
CC(C)NCC(O)COc1ccc(CC(N)=O)cc1 (stereo not drawn),1
CS(=O)(=O)N(CC(=O)Nc1ccc(F)cc1)c1ccccc1,-9
C[C@@H]1CN([C@@H](C)CO)C(=O)c2cc(N(C)C)ccc2O[C@@H]1CN(C)Cc1ccccc1,-23

# (more compounds)
SMILES,ROS inducer
CC(C)NC(=O)N(C)C[C@@H]1Oc2ccc(NC(=O)CCN3CCOCC3)cc2CC(=O)N([C@@H](C)CO)C[C@@H]1C,3
COc1nc(Nc2ccccc2)nc(OCC(F)(F)F)n1,0
Cc1cc(C)c(O)c(C(=O)CC2CC(=O)NC(=O)C2)c1,2
C[C@@H]1CN([C@H](C)CO)C(=O)c2cc(NC(=O)C3CC3)ccc2O[C@@H]1CN(C)C(=O)Nc1ccc(F)cc1,-2
O=C(NCC1COc2ccccc2O1)c1cc2ccccc2o1 (stereo not drawn),-3
Cc1ccsc1/C=N/NC(=O)c1ccccc1O,3
O=C(CSc1nnc(-c2ccccc2)n1-c1ccccc1)Nc1c(F)cc(F)cc1Br,-11
N#Cc1ccccc1Cn1cc(/C=C2\NC(=O)NC2=O)c2ccccc21,-5
CNC[C@H]1Oc2ccc(NC(=O)Cc3cn(C)c4ccccc34)cc2C(=O)N([C@@H](C)CO)C[C@H]1C,-7
COc1ccc(C2C(=O)c3cc(OC)c(OC)cc3C2c2ccccc2)cc1OC (stereo not drawn),22
CC1(C)COC(CCC/C=N/NC(=O)c2ccccc2O)OC1,-21
C[C@H](CO)N1C[C@H](C)[C@H](CN(C)CC2CCCCC2)Oc2ccc(NC(=O)c3ccncc3)cc2C1=O,17
C[C@@H]1O[C@@H](O[C@H]2[C@H](O)[C@@H](O)[C@H](O[C@H]3[C@H](O[C@H]4CC[C@@]5(C)C(=CC[C@H]6C7C[C@@H]8O[C@]9(CC[C@@](C)(CO[C@@H]%10O[C@H](CO)[C@@H](O)[C@H](O)[C@H]%10O)O9)[C@H](C)C8[C@@]7(C)CCC65)C4)O[C@H](CO)[C@@H](O)[C@@H]3O)O[C@@H]2CO)[C@H](O)[C@H](O)[C@H]1O (stereo partly drawn),-2
COc1ccc(NC(=O)Nc2cccc3c2O[C@@H](CN(C)Cc2ccc4c(c2)OCO4)[C@@H](C)CN([C@@H](C)CO)C3=O)cc1,-1
Cc1ccc(-n2nc3c(c2NC(=O)COc2ccc(Cl)cc2)CSC3)c(C)c1,-8
N#Cc1ccc(CSc2nc(-c3cccs3)c3c(c2C(=O)O)CCCC3)cc1,23
O=C1CS(=O)(=O)C(c2ccccc2)N1c1ccc(-c2ccccc2)cc1 (stereo not drawn),14
Cc1noc(C)c1NC(=O)N(C)C[C@H]1Oc2c(NS(=O)(=O)c3cn(C)cn3)cccc2C(=O)N([C@H](C)CO)C[C@H]1C,-9
Nc1ccc2nc(SCc3cccc(F)c3)sc2c1,-9
C[C@@H]1CN([C@@H](C)CO)C(=O)Cc2cc(NC(=O)C3CCCCC3)ccc2O[C@@H]1CN(C)Cc1ccc(C(F)(F)F)cc1,16
COc1cc(C[C@@H]2CO[C@@H](c3ccc(O)c(OC)c3)[C@@H]2CO)ccc1O,-1
O=C(CCCCC(=O)N/N=C/c1ccc(O)cc1)NO,-5
Cc1ccc(-c2csc3nnc(SCC(=O)Nc4ccc5c(c4)OCCO5)n23)cc1,7
CN(C)C(=O)N1CCCC(C(=O)NCc2ccccc2)C1 (stereo not drawn),-10
Cc1noc(C)c1S(=O)(=O)Nc1ccc2c(c1)C(=O)N([C@H](C)CO)C[C@@H](C)[C@@H](CN(C)C(=O)Nc1cccc3ccccc13)O2,0

# The listing continues.
SMILES,ROS inducer
CN(c1ccccc1C(=O)NCc1ccccn1)S(C)(=O)=O,-8
CC(C)NC(=O)Nc1ccc2c(c1)C(=O)N([C@@H](C)CO)C[C@@H](C)[C@H](CN(C)C(=O)NC(C)C)O2,34
Cc1noc(C)c1NC(=O)Nc1ccc2c(c1)CC(=O)N([C@H](C)CO)C[C@H](C)[C@H](CN(C)C(=O)Nc1c(C)noc1C)O2,7
C[C@@H]1CN([C@@H](C)CO)C(=O)Cc2cc(N(C)C)ccc2O[C@@H]1CN(C)CC1CC1,24
CCCCCc1c2c(cc(O)c1C(=O)O)OC(=O)c1c(cc(OC)cc1C(=O)CCCC)O2,4
CCOC(=O)c1oc2nc(-c3ccco3)cc(-c3ccco3)c2c1N,18
Cc1ccc(-n2c(SCC(=O)C(C)(C)C)nc3ccccc3c2=O)cc1,1
Cc1c(NC(=O)COc2ccc(Cl)cc2Cl)cccc1-c1nc2cc(Cl)ccc2o1,-2
Cc1nn(CC(N)=S)c(C)c1Br,-7
CC(C)NC(=O)N(C)C[C@@H]1Oc2c(NS(C)(=O)=O)cccc2C(=O)N([C@H](C)CO)C[C@H]1C,-6
C=C(CCCCCCCC(=O)O)C(=O)OC,-5
CC(=O)Nc1ccccc1NC(=O)CCN1C(=O)c2ccccc2C1=O,-17
CCc1ccc(NS(C)(=O)=O)cc1,-9
C[C@@H]1CCCCO[C@@H](CN(C)C(=O)Nc2ccccc2)[C@@H](C)CN([C@H](C)CO)C(=O)c2cc(NS(=O)(=O)c3ccc(Cl)cc3)ccc2O1,57
COc1ccc(S(=O)(=O)N(C)C[C@@H]2Oc3ccc(NC(=O)C4CC4)cc3CC(=O)N([C@H](C)CO)C[C@@H]2C)cc1,-6
C[C@@H]1CN([C@@H](C)CO)C(=O)c2cc(NC(=O)NC3CCCCC3)ccc2O[C@H]1CN(C)CC1CCCCC1,10
CS(=O)(=O)N(CC(=O)Nc1ccc(I)cc1)c1ccc(Cl)c(Cl)c1,-1
C[C@H]1CN([C@@H](C)CO)C(=O)c2cc(NC(=O)Cc3ccccc3)ccc2O[C@@H]1CN(C)Cc1ccc(C(=O)O)cc1,-3
Cc1noc(C)c1NC(=O)N(C)C[C@@H]1Oc2ccc(NS(=O)(=O)c3ccc(F)cc3)cc2C(=O)N([C@H](C)CO)C[C@H]1C,1
CC(=O)c1cccc(NC(=O)CNS(=O)(=O)c2ccc(Cl)cc2)c1,-6
CCCN(C)C[C@@H]1OCCCC[C@@H](C)Oc2ccc(NC(=O)CCCCCC(=O)Nc3ccccc3N)cc2C(=O)N([C@H](C)CO)C[C@@H]1C,4
C[C@@H]1CN([C@@H](C)CO)C(=O)c2cc(NC(=O)NC3CCCCC3)ccc2O[C@H]1CN(C)C(=O)Nc1ccc(F)cc1,1
C[C@H](CO)N1C[C@H](C)[C@@H](CN(C)Cc2ccccc2)Oc2ccc(NC(=O)Nc3ccccc3)cc2C1=O,-2
C[C@@H]1CN([C@@H](C)CO)C(=O)c2cccc(NC(=O)c3ccc(-c4nccs4)cc3)c2O[C@@H]1CN(C)Cc1ccc(Cl)c(Cl)c1,22

# Rewritten with tabs: entries from further up
molecule	ROS inducer
C[C@@H]1CCCCO[C@@H](CN(C)C(=O)Nc2ccccc2)[C@@H](C)CN([C@H](C)CO)C(=O)c2cc(NS(=O)(=O)c3ccc(Cl)cc3)ccc2O1	57
CCOC(=O)c1oc2nc(-c3ccco3)cc(-c3ccco3)c2c1N	18
C[C@@H]1CN([C@@H](C)CO)C(=O)Cc2cc(N(C)C)ccc2O[C@@H]1CN(C)CC1CC1	24
CS(=O)(=O)N(CC(=O)Nc1ccc(I)cc1)c1ccc(Cl)c(Cl)c1	-1
CCCCCc1c2c(cc(O)c1C(=O)O)OC(=O)c1c(cc(OC)cc1C(=O)CCCC)O2	4

# These rows are one share of the data; count on the stated rates, not on these rows.
